Bioassay records from PubChem.
Myeloid diff 2: compounds promoting myeloid differentiation. ER-HoxA9 myeloid progenitors, lysozyme-GFP differentiation, flow cytometry. calls only at 10 µM. 360,000 compounds, 1% hits;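 active = normalized GFP-positive differentiation at or above the plate's own cutoff, the solvent-only control mean plus 3 SD; inconclusive = no clear call, values can overlap the other calls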;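 note: cells exposed to compound for four days before flow analysis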
Rac1 GTP hydrolysis: MgcRacGAP GTPase-activating activity inhibitors, confirmation, biochemical, ADP Hunter fluorescence; 340,000 compounds, 0.6% hits; inhibition, % at 30 µM, or IC50 in µM where a hit was titrated; MgcRacGAP-stimulated Rac1 GTP hydrolysis, ADP Hunter fluorescence; higher % means a stronger effect; GST-tagged Rac1 F28L mutant substrate;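 active = first-screen hits whose inhibition reached a set limit at any dose in the follow-up dose series; inconclusive = inhibition above the set first-screen limit but never retested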;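 note: fluorescence reports GDP produced by GAP-driven GTP hydrolysis; strong numbers were not always called active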
RSV antiviral HEp-2: inhibition of RSV-induced cytopathic effect – HEp-2 cells, primary 10 µM value included (AID 2391) | HEp-2 cells, RSV-induced CPE inhibition; higher % means a stronger effect | CPE inhibition, % at 10 µM; hits with a dose series show IC50 in µM | 310,000 compounds, 0.13% hits; in the data active = a potency from the dose series; inconclusive = CPE inhibition mostly from about 23% at the one dose, without a potency; inactive = the rest, 99 in 100 with CPE inhibition below about 21%; note: strong numbers were not always called active
K1F lysis inhibition: inhibition of K1F phage lysis, E. coli UTI89, bacterial capsule biogenesis inhibitors, alamar blue (AID 488966) | E. coli UTI89 K1F phage lysis, alamar blue, 2 h; higher % means a stronger effect | inhibition, % at 100 µM; hits with a dose series show IC50 in µM | 340,000 compounds, 0.02% hits;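 active = phage lysis inhibition, versus mean bacterial control, above a set limit; inconclusive = no clear call, values can overlap the other calls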;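 note: capsule biogenesis inhibitors block K1F phage lysis so surviving cells raise fluorescence; higher fluorescence means more inhibition of phage lysis; actives were called in the ten point dose series up to 300 µM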
PhoP inhibition: PhoP-dependent GFP reporter repression – Salmonella Typhimurium, primary screen (AID 1863); S. Typhimurium PhoP-regulated promoter GFP reporter, 4 h; higher % means a stronger effect; 300,000 compounds, 0.16% hits; inhibition, % at 50 µM; hits with a dose series show IC50 in µM;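 active = inhibition over 29.93%, a cutoff 3 SD above the screen mean, later confirmed by dose response; inconclusive = inhibition over 29.93% but no dose response follow-up; inactive = inhibition at most 29.93% or unconfirmed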;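 note: 0% = low Mg2+ inducing control and 100% = high Mg2+ repressing control; strong numbers were not always called active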
T cell modulator: modulates CD8 T cell binding to vesicles; 2C CD8+ T cell-vesicle binding, flow cytometry; active compounds read low; calls only at 7 µM; 330,000 compounds, 0.068% hits; AID 2052;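 active = response, share of CD8 T cells binding vesicles, and their 90th percentile fluorescence all below set limits, cut at about 80% in these data, passing the limit was not always enough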
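Incubation: binding step 1.5 h, 37 °C, antibody labelling 20 min, ice; system: murine 2C transgenic CD8+ T lymphocytes; technique: cytometric PE anti-B7-1 and Alexa647 anti-CD8 signals after 1% paraformaldehyde fixation; also added: QL9-charged Drosophila Ld/ICAM-1/B7-1 vesicles; control set: naked versus QL9-loaded vesicles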
SV40 large T antigen: SV40 large T antigen inhibitors, biochemical (AID 1903). SV40 large T antigen ATPase/helicase inhibition assay; higher % means a stronger effect. one-dose inhibition, % at 20 µM; IC50 in µM for titrated hits. 310,000 compounds, 0.39% hits; in the data active = a potency from the dose series; inconclusive = inhibition mostly from about 32% at the one dose, without a potency; inactive = the rest, 99 in 100 with inhibition below about 32%; note: strong numbers were not always called active
NTR1 agonist: NTR1-driven beta-arrestin-GFP spot formation – imaging, U2OS cells, high content, primary screen (AID 493036); P30989; agonist mode; activation, % at 20 µM; 330,000 compounds, 0.17% hits;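 active = activation at or above 40% of the spot to cytoplasm intensity ratio, with at least 20 cells analyzed; inconclusive = wells under 20 cells, flagged as cytotoxic or low count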;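 note: 0% = DMSO without peptide and 100% = 100 nM NTR1 peptide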
Target sequence (P30989 whole entry, looked up): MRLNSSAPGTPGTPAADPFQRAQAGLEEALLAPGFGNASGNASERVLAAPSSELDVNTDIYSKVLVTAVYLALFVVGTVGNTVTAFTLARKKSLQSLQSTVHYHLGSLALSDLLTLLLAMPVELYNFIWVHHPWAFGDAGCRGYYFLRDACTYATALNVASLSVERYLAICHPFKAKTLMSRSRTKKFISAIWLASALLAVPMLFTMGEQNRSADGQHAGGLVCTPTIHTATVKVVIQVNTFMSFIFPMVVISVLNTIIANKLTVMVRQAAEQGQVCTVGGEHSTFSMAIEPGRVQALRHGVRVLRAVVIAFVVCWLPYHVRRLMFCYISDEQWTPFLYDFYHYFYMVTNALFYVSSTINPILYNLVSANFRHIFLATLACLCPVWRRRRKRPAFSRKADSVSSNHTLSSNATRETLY
TNAP activation fold: human TNAP enzyme activators, primary screen, biochemical, luminescent, no phosphate acceptor, uHTS (AID 1001) | one-dose activation fold at 20 µM; EC50 in µM for titrated hits | 200,000 compounds, 0.03% hits | purified TNAP, luminescent activation assay, no phosphate acceptor; higher activation fold means a stronger effect; in the data active = activation fold from about 3, or a potency from the dose series; inactive = the rest, 99 in 100 with activation fold below about 1.6; note: many of its hits are not listed in these tables
T cell modulator vesicle-bound %: recorded beside T cell modulator, whose call it bears; double positive events, %; measured here: CD8+ vesicle-bound cell fraction;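 binding gate set so that unloaded-vesicle control wells show 10% double positive cells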
NTR1 agonist cell count 20 µM: second read-out of NTR1 agonist, no call of its own (marks repeat the call); cell count; measured here: cell count, cytotoxicity flag
Myeloid diff 2 GFP+ MAC1+ %: second read-out of Myeloid diff 2, no call of its own (marks repeat the call); GFP+ MAC1+ double positive, %; measured here: differentiation confirmed by MAC1 staining
Starred values were filed as active, the others as inactive; i = inactive; ? = inconclusive; · = not tested or not shown; [ ] = remark or other dose.

SMILES	Myeloid diff 2	Myeloid diff 2 GFP+ MAC1+ %	Rac1 GTP hydrolysis	RSV antiviral HEp-2	K1F lysis inhibition	PhoP inhibition	T cell modulator	T cell modulator vesicle-bound %	SV40 large T antigen	NTR1 agonist	NTR1 agonist cell count 20 µM	TNAP activation fold
N#CCCN=C(NS(=O)(=O)c1ccccc1)c1ccccc1	i	0.8	4%	0.1%	0.3%	6%	i	22	-7%	-0.7	55	·
CC(Oc1ccc(Cl)cc1)C(=O)N1CCCc2ccccc21 (centres undefined)	i	1.0	-1%	3.4%	0.3%	-3%	i	16	18%	0.7	49	·
Cc1ccc(CN2C(=O)/C(=C\c3ccc(C(=O)NCc4cccnc4)cc3)Oc3ccccc32)cc1	·	·	·	-2.2%	·	-11%	i	36	6%	2.5	58	1.1
CCC1Oc2ccc(C)cc2N(CC(=O)NCc2cccc(OC)c2)C1=O (centres undefined)	i	2.2	4%	-0.4%	-0.4%	0%	i	21	-3%	-0.6	69	1
Cn1c(SCC(=O)Nc2nnc(-c3ccccc3)o2)nnc1C1CC1	i	1.5	6%	2.0%	1.9%[50 µM]	-1%	i	17	10%	-0.3	57	·
O=c1c2ccccc2nc2n1CCC2O (centres undefined)	i	3.1	1%	0.2%	1.5%	3%	i	12	9%	-1.2	93	1
O=C(NC1CCN(C(=S)NCCc2ccccc2)CC1)C1CCCCC1	i	0.2	1%	0.2%	-0.3%	-2%	i	16	2%	2.9	42	1.1
CCc1nc(CN(C)C(=O)C2CCC(=O)N(Cc3cccc(F)c3)C2)no1 (centres undefined)	i	2.2	5%	2.1%	0.2%	-8%	i	4	10%	-0.7	58	·
Brc1cc(Br)c2ncnc(N3CCCCC3)c2c1	i	0.3	15%	-2.1%	0.2%	-2%	i	17	8%	12	22	1.1
NS(=O)(=O)c1ccc(NC(=O)COc2ccc(Cl)cc2)cc1	i	1.0	8%	0.8%	0.1%	-1%	i	30	4%	2.9	74	·
COCCn1c(Cc2ccccc2)nnc1SCC(=O)NC1CC1	i	1.2	10%	0.3%	-0.1%	-4%	i	42	-11%	0.4	54	·
CCn1c(=O)oc2cc(NC(=O)CCl)ccc21	i	0.9	2%	7.0%	-0.1%	6%	i	8	9%	1.4	45	1.1
O=C(NC1C2CC3CC(C2)CC1C3)C1CC1 (centres undefined)	i	0.3	4%	0.0%	0.8%	5%	i	55	0%	0.5	85	1.1
COc1cccc(CN(C)C(=O)c2cccc(NC(=O)CC3SC(N4CCCCC4)=NC3=O)c2)c1OC (centres undefined)	i	0.5	5%	0.5%	0.5%[50 µM]	·	i	40	·	6.5	59	·
COc1ccc(NS(=O)(=O)c2cccc(C(=O)NNC(=O)c3cccn3C)c2)cc1	i	3.7	6%	3.1%	1.3%	-1%	i	18	8%	1.4	64	·
Brc1ccc([C@H]2CN3CCSC3=N2)cc1	i	0.7	17%	0.1%	3.1%	-4%	i	61	19%	-0.1	45	·
O=C(COC(=O)CC1CC2CCC1C2)NC(=O)NCc1ccco1 (centres undefined)	i	0.6	10%	1.9%	-0.1%	10%	i	35	7%	2.1	58	1
COc1ccccc1/C=C/C(=O)OCC(=O)N1CCCCC1	i	1.1	-7%	·	0.5%	·	i	45	·	-2.0	50	·
CC(=O)NC1C(=O)N=C(SCc2ccccc2)NC1=O (centres undefined)	i	0.8	7%	1.4%	0.7%	-10%	i	16	12%	2.7	77	1.1
Cc1ccc(C(=O)NC2(C(F)(F)F)N=C3SCCN3C2=O)cc1 (centres undefined)	i	0.3	9%	1.1%	1.8%	-8%	i	54	24%	3.8	83	1
COc1ccccc1-c1nc(C(F)(F)F)c(OC)o1	i	0.4	18%	2.3%	2.7%[50 µM]	-3%	i	51	9%	-1.2	56	1
C=CCOc1ccc2c(OC)c3ccoc3nc2c1OC	i	0.9	9%	0.9%	-0.4%	-2%	i	19	7%	-0.8	85	1.1
O=C(Nc1nccs1)c1ccc(NC(=O)c2ccco2)cc1	i	1.1	8%	0.0%	0.2%	4%	i	48	0%	-1.6	65	1
C/C(CC(=O)Nc1ccc([N+](=O)[O-])cc1)=N/NC(=O)C1C2CCCCC21 (centres undefined)	i	0.5	14%	1.0%	0.2%	-4%	i	39	-10%	-1.7	62	·
O=C(Cc1ccc(Br)cc1)OCC(=O)N1CCc2ccccc2C1	i	0.4	5%	1.9%	1.2%[50 µM]	4%	i	20	-2%	5.0	57	1.2
CC(C)(C)c1ccc(Cn2nc(CC(=O)O)c3ccccc3c2=O)cc1	i	0.2	1%	5.7%	3.0%	-5%	i	46	7%	0.1	50	1
COc1ccc(CNC(=O)COc2cc3c(c4oc(=O)cc(C)c24)CCC(C)(C)O3)cc1OC	i	2.3	5%	27%	0.0%	-6%	i	26	4%	3.6	84	·
CC(C)Cn1c(Cc2ccccc2)n[nH]c1=S	i	8.2	9%	0.3%	-0.9%	-2%	i	6	-12%	-0.2	63	0.9
COc1ccc(OCC(=O)Nc2cc(S(=O)(=O)N3CCCCC3)ccc2OC)cc1	i	1.3	3%	0.8%	0.6%[50 µM]	6%	i	37	10%	0.9	43	·
CCOC(=O)C1CCCN(C(=O)Cc2ccc(C)cc2)C1 (centres undefined)	i	1.2	2%	1.2%	-1.3%	3%	i	52	3%	2.8	72	1.2
O=C(/C=C/c1cccc(Br)c1)NC1CCN(Cc2ccccc2)CC1	i	0.2	9%	7.2%	0.1%	-2%	i	45	7%	1.3	88	·
COc1cc2c(cc1OC)CN(C(=S)Nc1ccc(C)cc1C)CC2	i	0.2	4%	3.4%	3.6%	-2%	i	38	7%	-0.4	50	1.1
COc1ccc(CCNC(=O)c2ccc(OCc3c(C)noc3C)c(OC)c2)cc1	?	·	-1%	·	2.1%	·	i	28	·	-0.7	59	·
O=C(CCCn1cncn1)N1CCCC(Nc2ccc(F)cc2)C1 (centres undefined)	i	1.3	5%	1.0%	1.1%	6%	i	47	5%	-0.3	73	·
CCC(C)[C@H]1COCCS(=O)(=O)N1Cc1ccc(Cl)cc1Cl (some centres undefined)	i	1.7	8%	3.0%	-0.2%	·	i	10	16%	2.9	86	·
O=C(c1ccco1)N1CCN(S(=O)(=O)Cc2ccc(Cl)cc2)CC1	i	6.1	10%	4.7%	0.2%	4%	i	36	-4%	-0.7	61	1
CCOC(=O)c1[nH]c2ccccc2c1NC(=O)CCN1CC(C)OC(C)C1 (centres undefined)	i	1.3	11%	1.4%	0.4%	-2%	i	13	1%	-3.5	84	1
COc1ccc(N2CCN(C(CNC(=O)COc3ccccc3)c3ccco3)CC2)cc1 (centres undefined)	i	0.1	25%	8.5%	1.9%[50 µM]	2%	i	43	23%	1.6	69	·
Cc1ccc(OCC(=O)NNC(=O)c2cc(C)[nH]n2)cc1	i	0.3	-6%	-0.6%	6.3%	-9%	i	16	4%	0.9	80	2.2
O=C(N/C(=C/c1cccc(Br)c1)c1nc(=S)[nH][nH]1)c1ccccc1	i	0.4	14%	-1.9%	-3.3%[50 µM]	-2%	i	21	10%	24	70	0.9

In the list so far, 5 have bromine.
SMILES	Myeloid diff 2	Myeloid diff 2 GFP+ MAC1+ %	Rac1 GTP hydrolysis	RSV antiviral HEp-2	K1F lysis inhibition	PhoP inhibition	T cell modulator	T cell modulator vesicle-bound %	SV40 large T antigen	NTR1 agonist	NTR1 agonist cell count 20 µM	TNAP activation fold
Brc1cc(Br)c2ncnc(N3CCCCC3)c2c1	i	0.3	15%	-2.1%	0.2%	-2%	i	17	8%	12	22	1.1
Brc1ccc([C@H]2CN3CCSC3=N2)cc1	i	0.7	17%	0.1%	3.1%	-4%	i	61	19%	-0.1	45	·
O=C(Cc1ccc(Br)cc1)OCC(=O)N1CCc2ccccc2C1	i	0.4	5%	1.9%	1.2%[50 µM]	4%	i	20	-2%	5.0	57	1.2
O=C(/C=C/c1cccc(Br)c1)NC1CCN(Cc2ccccc2)CC1	i	0.2	9%	7.2%	0.1%	-2%	i	45	7%	1.3	88	·
O=C(N/C(=C/c1cccc(Br)c1)c1nc(=S)[nH][nH]1)c1ccccc1	i	0.4	14%	-1.9%	-3.3%[50 µM]	-2%	i	21	10%	24	70	0.9

Following part.
SMILES	Myeloid diff 2	Myeloid diff 2 GFP+ MAC1+ %	Rac1 GTP hydrolysis	RSV antiviral HEp-2	K1F lysis inhibition	PhoP inhibition	T cell modulator	T cell modulator vesicle-bound %	SV40 large T antigen	NTR1 agonist	NTR1 agonist cell count 20 µM	TNAP activation fold
CC(C)CC(=O)NC(=S)Nc1cccc(NC(=O)c2ccccc2)c1	i	0.3	1%	13%	0.1%	8%	i	57	17%	-0.5	89	1.1
COc1cc2c(cc1NC(=O)CSc1nc3ccccc3[nH]1)oc1ccccc12	i	4.1	4%	?	0.4%	23%	i	8	6%	6.9	61	1.3
C#CCONC(=O)c1cc(OCC(F)(F)F)ccc1OCC(F)(F)F	i	0.8	2%	7.6%	0.7%	1%	i	18	2%	-1.5	99	1
COc1cccc(CN2CCN(Cc3nc(-c4cccs4)oc3C)CC2CCO)c1 (centres undefined)	i	0.3	0%	0.6%	-1.2%	-5%	i	51	66%	-1.6	77	1.1
Cc1nonc1NC(=O)c1ccccc1Br	i	6.2	11%	1.6%	0.0%	9%	i	27	5%	0.5	56	1.1
Cc1ccc(N(C(=O)c2csnn2)C(C(=O)NC2CCCCC2)c2ccncc2)c(C)c1 (centres undefined)	i	0.2	-1%	1.8%	0.0%	4%	i	4	4%	-0.3	55	·
O=C1OC(/C=C/c2ccccc2)=NC/1=C/c1ccco1	i	2.0	-11%	1.1%	0.2%[50 µM]	0%	i	29	6%	0.1	81	1
CC1=NN(C(=O)c2ccc(Cn3cc([N+](=O)[O-])cn3)cc2)C(O)(C(F)(F)F)C1 (centres undefined)	i	0.4	2%	2.7%	4.0%	4%	i	32	-3%	1.6	52	1.1
COc1cccc(NC(=O)c2sc3ncn(CC(=O)N4CCN(c5ccccn5)CC4)c(=O)c3c2C)c1	i	4.0	10%	·	0.6%	1%	i	41	12%	1.0	60	·
